RAD54 inh = blocks human RAD54 Holliday junction branch migration | actives 0.14% (n = 360,000) | inhibition, % at 10.4 µM | AID 602329 | FAM/BHQ fluorescence | Q92698;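 active = mean normalized replicate activity at least 40 and at least half of replicates scoring 40 or more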;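 also: 0% = median of neutral control wells and 100% = median of positive control wells; inhibitors cause a drop in the FAM fluorescence signal; in these data hits start at about 50%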
PglD inh = blocks C. jejuni PglD acetyltransferase activity. inhibition, % at 12.5 µM. actives 0.098% (n = 360,000). AID 602405. purified PglD enzyme, DTNB colorimetric CoA detection; in the data active = inhibition above about 16%, passing the limit was not always enough; also: strong numbers were not always called active
E-sel inducer = induces E-selectin expression in human endothelial cells; actives 0.37% (n = 260,000); HUVEC E-selectin immunofluorescence imaging; normalized: neutral wells 0, TNF-alpha wells 100; P16581; activation, % at 7.58 µM;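 active = mean E-selectin-positive cell signal at least 10% of the positive control, reached in at least 60% of replicates, without over 20% cell loss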;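 also: in these data hits start at about 27%; measured in HUVEC primary endothelial cells; signal is the percent of cells scored E-selectin positive by PE staining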
Target sequence (P16581 whole entry, looked up): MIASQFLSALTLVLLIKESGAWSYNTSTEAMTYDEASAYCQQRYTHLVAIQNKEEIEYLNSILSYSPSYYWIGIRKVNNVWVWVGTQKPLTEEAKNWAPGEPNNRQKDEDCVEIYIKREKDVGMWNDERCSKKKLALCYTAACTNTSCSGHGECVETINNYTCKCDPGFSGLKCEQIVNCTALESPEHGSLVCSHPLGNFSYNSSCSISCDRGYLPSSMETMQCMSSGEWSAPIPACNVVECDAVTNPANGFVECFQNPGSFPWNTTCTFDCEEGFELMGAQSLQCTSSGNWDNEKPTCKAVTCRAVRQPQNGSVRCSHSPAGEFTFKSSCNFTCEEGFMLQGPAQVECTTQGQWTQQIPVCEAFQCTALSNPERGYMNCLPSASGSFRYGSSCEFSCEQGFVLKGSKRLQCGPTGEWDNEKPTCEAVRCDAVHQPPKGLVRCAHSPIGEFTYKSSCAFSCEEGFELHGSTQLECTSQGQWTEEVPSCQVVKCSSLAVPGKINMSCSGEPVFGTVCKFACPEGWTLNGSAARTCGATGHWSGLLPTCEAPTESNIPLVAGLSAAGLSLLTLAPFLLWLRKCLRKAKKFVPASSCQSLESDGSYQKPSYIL
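Test system: HUVEC; input: 3,000 HUVEC/well; measured by: immunofluorescence imaging; read-out: % PE-positive cells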
ERp5 block = blocks human ERp5 reductase activity on insulin. ERp5 insulin aggregation, absorbance 650 nm, 90 min. inhibition, % at 9.99 µM. actives 0.05% (n = 350,000);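 active = mean replicate inhibition above about 25%, with every replicate also reaching it, limit read from the data, passing the limit was not always enough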
RAD52 inh = blocks human RAD52 DNA annealing | AID 651710 | recombinant RAD52 DNA annealing, FRET fluorescence | inhibition, % at 18.7 µM | P43351 | actives 0.46% (n = 360,000);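 active = every replicate showing at least 50% inhibition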
Casp6 inh = inhibitors of human caspase-6 | P55212 | purified caspase-6, Z-VEID-R110 cleavage fluorescence | actives 0.53% (n = 350,000) | inhibition, % at 12.5 µM;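 active = mean inhibition across replicates at least about 35%, with every replicate also reaching that limit, limit read from the data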;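 also: 0% = median of neutral control wells and 100% = no fluorescence left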
Target sequence (P55212 24-179 limits assumed): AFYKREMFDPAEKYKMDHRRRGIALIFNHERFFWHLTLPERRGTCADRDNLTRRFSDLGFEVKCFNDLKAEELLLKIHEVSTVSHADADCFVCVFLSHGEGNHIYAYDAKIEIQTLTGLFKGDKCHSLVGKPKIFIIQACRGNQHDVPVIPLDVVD
Target sequence (P55212 194-293 limits assumed): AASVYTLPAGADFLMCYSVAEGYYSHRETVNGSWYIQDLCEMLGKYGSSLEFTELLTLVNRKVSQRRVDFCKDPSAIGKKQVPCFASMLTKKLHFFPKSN
esBAF inh = SWI/SNF esBAF complex inhibition; mouse ES cells, Bmi1-luciferase knock-in reporter, 24 h; 100% = twice the neutral-well signal; actives 2% (n = 350,000); reporter increase, % at 12.5 µM; in the data active = activation above about 40%;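 also: 0% = median of the plate's neutral control wells and 100% = double that signal; a rise in the Bmi1 reporter signal indicates esBAF inhibition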
ARNT-TACC3 inh = ARNT/TACC3 interaction disruption. Q9Y6A5. AlphaScreen His-ARNT PAS-B/GST-TACC3 binding, luminescence; TACC3 fragment carries E629A point mutation. inhibition, % at 9.99 µM. actives 0.66% (n = 390,000). AID 623870;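 active = mean inhibition of replicates at least 50% and at least half of replicates each reaching 50%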;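 also: 0% = complete ARNT plus TACC3 wells and 100% = ARNT alone without TACC3; many hits fall short of the cut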
An asterisk follows results filed as active; x = not tested or not shown. These rows are one share of the data; the hit share may differ from the screen's.

SMILES	RAD54 inh	PglD inh	E-sel inducer	ERp5 block	RAD52 inh	Casp6 inh	esBAF inh	ARNT-TACC3 inh
O=C(c1cccnc1)C1CCCN(Cc2nc(-c3cnccn3)no2)C1 (configuration not stated)	2	-1	0.3	2	-9	0	2	-3
COc1ccccc1N1CCN(Cc2c(F)cccc2F)CC1	2	2	x	1	-22	3	-1	1
CC=C(C)C1(CCC)C(=O)NC(=S)NC1=O	x	x	-0.3	1	-4	2	x	-2
Cc1cccc(N/N=C/c2c(O)[nH]c(=S)[nH]c2=O)c1	-13	-5	0.0	-6	-6	3	-1	20
CCCCCOc1ccc(C)cc1CN(CCCl)CCCl	x	x	-0.2	-4	18	-73	x	5
Cc1ccc(-n2c(C)nc3cc(Cl)ccc3c2=O)nc1	-1	7	0.5	5	-14	2	31	17
CCOC(=O)C1=C(N)OC2=C(C(=O)CCC2)C12C(=O)Nc1ccccc12 (configuration not stated)	0	-2	x	-2	-13	5	-1	-6
Oc1ccc2c3c1O[C@H]1c4oc5ccccc5c4C[C@@]4(O)[C@@H](C2)N(CC2CC2)CC[C@]314	11	3	2.2	-5	12	1	-1	-1
O=C1NC(=O)N(Cc2ccco2)C(=O)/C1=C\c1ccc(-c2ccc(F)cc2)o1	-5	7	8.6	-5	-346	74*	x	x
CCOC(=O)C1(c2ccccc2)Oc2ccccc2C(c2ccc(OC)cc2)=C1C(=O)OC (configuration not stated)	6	0	x	5	-21	-1	-6	0
Cc1onc(-c2c(Cl)cccc2Cl)c1/C(N)=N/OC(=O)N(C)C	x	x	0.7	-1	-10	-3	x	-7
O=C(O)c1ccc(/C=C/c2nc3ccccc3c(=O)n2-c2ccc(Br)cc2)cc1	8	-2	0.7	0	-1	1	0	0
CC(C)(C)n1nnnc1C(c1ccccc1)N1CCC2(CC1)C(=O)NCN2c1ccccc1 (configuration not stated)	-4	-7	-1.7	-5	-8	-1	-9	x
COC(=O)C1=C(c2ccc(F)cc2OCc2ccccc2)C[C@@H]2CC[C@H]1N2C(=O)NCC1CC1	-8	-2	-0.1	-2	-3	0	-6	0
CC12CCC(=O)C=C1CCC1C2CCC2(C)C(O)CCC12 (configuration not stated)	7	-6	x	0	-11	3	10	7
CCc1ccc(NC(=O)C(C)OC(=O)c2c(C)nn(Cc3ccccc3)c2Cl)cc1 (configuration not stated)	6	-1	x	8	-13	-2	-1	x
CN1CCN(CCOC2c3ccccc3CSc3ccc(Cl)cc32)CC1 (configuration not stated)	4	3	1.1	x	x	x	-6	-20
COc1cc(O)cc2c1cc([N+](=O)[O-])c1c(C(=O)O)cc3c(c12)OCO3	12	-6	x	12	-21	19	-11	16
COC(=O)C1=C(c2cccc(OC)c2OC)C[C@@H]2CC[C@H]1N2C(=O)NCC1CC1	13	-1	0.0	6	-8	-4	-1	-10
CCc1ccc(NC(=O)CN2CC(c3ccccc3)CC2=O)cc1 (configuration not stated)	-15	-4	0.1	2	-2	0	2	-4
CCN(C(=O)COC(=O)c1cn(C)c2ccccc12)c1ccc(F)cc1	3	-5	x	-4	9	2	4	-9
CC(c1ccccc1)n1cncc1C(=O)O (configuration not stated)	-5	5	x	x	x	x	-6	1
O=C(Nc1ccncc1)c1cccn(Cc2ccccc2)c1=O	x	x	x	-2	-11	6	x	0
OCC12COC3c4ccccc4C(OC1)N32 (configuration not stated)	-9	4	x	7	0	1	-19	-5
CCN(CC)C1=NC(=[N+](CC)CC)c2ccccc21	-6	8	x	x	x	x	-28	-4
O=C(O)C1C2c3ccccc3C(O)C1(C(=O)O)c1ccccc12 (configuration not stated)	-6	0	x	-12	-10	1	-12	-6
C=CCNC(=S)Nc1ccc(OC(=O)Nc2ccc(Cl)c(Cl)c2)cc1	16	3	1.0	5	-16	-5	-1	-9
C=Cn1ccnc1P(=S)(c1c(C)nn(-c2ccccc2)c1C)c1nccn1C=C	-5	5	x	2	-1	2	-8	-14
O=C(O)C[C@@H]1CC[C@H]2NC[C@H](O)COC[C@@H]2O1	3	1	0.0	-1	-4	3	0	0
NC(=O)CSP(=O)(c1ccccc1)c1ccccc1	-12	-4	x	x	x	x	1	-6

3 compounds from above, ordered by length of the SMILES, descending.
SMILES	RAD54 inh	PglD inh	E-sel inducer	ERp5 block	RAD52 inh	Casp6 inh	esBAF inh	ARNT-TACC3 inh
COC(=O)C1=C(c2cccc(OC)c2OC)C[C@@H]2CC[C@H]1N2C(=O)NCC1CC1	13	-1	0.0	6	-8	-4	-1	-10
C=Cn1ccnc1P(=S)(c1c(C)nn(-c2ccccc2)c1C)c1nccn1C=C	-5	5	x	2	-1	2	-8	-14
CCN(CC)C1=NC(=[N+](CC)CC)c2ccccc21	-6	8	x	x	x	x	-28	-4

Next entries.
SMILES	RAD54 inh	PglD inh	E-sel inducer	ERp5 block	RAD52 inh	Casp6 inh	esBAF inh	ARNT-TACC3 inh
CC(CCc1ccccc1)NC(C)C(O)c1ccc(O)cc1 (configuration not stated)	3	1	0.9	4	-11	12	-11	-4
CCN(CC)CCCN=Cc1c(O)n(CCc2ccc(OC)c(OC)c2)c(=O)[nH]c1=O	6	5	x	x	x	x	6	2
CC1(C)C(C(=O)N2CCN(C(=O)c3ccccc3)CC2)C1(C)C	4	7	0.0	-4	-4	1	0	-12
CC1=C2CCC3C(CCC4=CC(=O)CCC43C)C2CC1 (configuration not stated)	-8	1	x	0	-2	4	2	0
Clc1ccccc1N1CCN(Cc2ccc3c(c2)OCO3)CC1	3	-5	x	-5	2	-3	-6	14
CC12CCC(=O)C=C1CC(N1CC1)C1C2CCC2(C)C(O)CCC12 (configuration not stated)	x	x	-0.1	2	-27	1	x	0
COc1cc(N2C(=O)CC(=O)NC2=O)cc(OC)c1OC	-3	-5	1.1	4	-60	-1	-6	-24
O=C([C@@H]1N[C@@H]2c3cccc(=O)n3C[C@@H]2[C@H]1CO)N1CCCCC1	x	x	-0.2	-1	-2	12	x	x
NNC(N)=O	3	5	-0.1	1	-7	-1	-2	0
COc1ccc(-n2nnnc2C(c2cccc(OC)c2OC)N2CCC(n3c(=O)[nH]c4ccccc43)CC2)cc1 (configuration not stated)	11	-1	x	-4	-14	2	-3	x
COC(=O)C1=CO[C@H](C)[C@H]2CN3CC[C@@]4(C(=O)Nc5ccccc54)[C@@H]3C[C@H]12	12	5	x	-1	-13	2	-4	-6
Cc1ccc(-c2ccc(=O)n(CCC(=O)N3CCC4(CC3)OCCO4)n2)cc1	x	x	-0.2	0	-3	-1	x	3
CCOC(=O)C1=C(N)OC2=C(C(=O)CCC2)C12C(=O)N(C)c1ccccc12 (configuration not stated)	x	x	x	-1	6	0	x	-2
ClCC(Br)CBr (configuration not stated)	2	-4	x	-3	-12	-3	-3	x
CC1CCN2c3nc4ccccn4c(=O)c3CC3(C(=O)N(C)C(=O)N(C)C3=O)C2C1 (configuration not stated)	-3	1	x	x	x	x	-2	1
CCOc1cc2c(cc1OCC)-n1cccc1C(c1ccccc1O)NC2 (configuration not stated)	3	-3	0.0	1	-10	-1	-3	-4
Cc1cccnc1-n1c(-c2ccco2)nc2ccccc2c1=O	2	-1	x	x	x	x	3	0
CC(C)n1c(O)c(C=NCc2ccccc2)c(=O)[nH]c1=S	x	x	2.2	3	-33	-1	x	-2
Cn1nnc(CC[N+](C)(C)C)n1	-6	5	-0.1	0	-17	0	x	-7
NC(=S)c1cn(C2OC(CO)C(O)C2O)c2ncnc(N)c12 (configuration not stated)	-3	-2	0.3	4	-7	-2	-83	-8
Nc1ccc(N=Nc2ccccc2)cc1	x	x	x	0	-1	-1	x	0
Cn1c(O)c(C=NCCN2CCOCC2)c(=O)[nH]c1=S	1	3	0.0	4	-34	-2	x	15
ClCCOCOCCCl	-8	-1	x	-7	-2	1	-1	x
O=C(Nc1ccc(F)cc1)N1Cc2ccccc2-n2nncc2C1	10	2	3.6	1	-10	0	-11	x
O=[N+]([O-])O[C@H]1CO[C@H]2[C@@H]1OC[C@H]2O[N+](=O)[O-]	-12	-1	2.3	5	-8	0	-7	-6
Nc1c(C(=O)NCc2ccco2)c2nc3ccccc3nc2n1Cc1ccc(F)cc1	1	-4	x	x	x	x	-2	-5
O=C(CCC(=O)N1C[C@H]2C[C@@H](C1)c1cccc(=O)n1C2)NCc1ccccc1	1	-2	x	4	-11	0	-7	-6
COc1ccc(Cn2c(O)c(/C=N/NC(=O)c3ccccc3O)c(=O)[nH]c2=O)cc1	x	x	1.5	3	-81	11	x	40
CN1CCC(c2c[nH]c3ccccc23)C1 (configuration not stated)	x	x	0.0	1	-12	-3	x	x
O=C(NC1CCCCC1)N1Cc2cc(N3CCOCC3)ccc2-n2nncc2C1	1	2	0.3	2	-1	-3	-10	x
CC/C(=N\NC(=O)c1ccccc1)c1c(O)n(C2CCCCC2)c(=O)[nH]c1=O	7	0	x	-1	-8	1	10	5
O=C1CC(=O)N(Cc2ccccc2)C(=O)N1Cc1ccccc1	x	x	-0.1	2	-83	2	x	-4
COC(=O)C1=C(c2ccc(OCc3ccccc3)cc2)C[C@@H]2CC[C@H]1N2C(=O)NCc1ccc(C(C)(C)C)cc1	3	1	0.2	3	-9	-3	0	x
COc1ccc(CCNCc2cccn2C)cc1	-10	8	x	-4	-3	-6	-2	6
Clc1cc(I)cc(Cl)c1NC1=NCCN1	-5	1	-0.2	-1	1	4	0	-17
CCOC(=O)C1CCN(C(C)C(=O)c2c[nH]c3ccccc23)CC1 (configuration not stated)	-11	-3	x	x	x	x	2	-2

Entries shown so far that have an NH in an aromatic ring:
SMILES	RAD54 inh	PglD inh	E-sel inducer	ERp5 block	RAD52 inh	Casp6 inh	esBAF inh	ARNT-TACC3 inh
Cc1cccc(N/N=C/c2c(O)[nH]c(=S)[nH]c2=O)c1	-13	-5	0.0	-6	-6	3	-1	20
CCN(CC)CCCN=Cc1c(O)n(CCc2ccc(OC)c(OC)c2)c(=O)[nH]c1=O	6	5	x	x	x	x	6	2
COc1ccc(-n2nnnc2C(c2cccc(OC)c2OC)N2CCC(n3c(=O)[nH]c4ccccc43)CC2)cc1 (configuration not stated)	11	-1	x	-4	-14	2	-3	x
CC(C)n1c(O)c(C=NCc2ccccc2)c(=O)[nH]c1=S	x	x	2.2	3	-33	-1	x	-2
Cn1c(O)c(C=NCCN2CCOCC2)c(=O)[nH]c1=S	1	3	0.0	4	-34	-2	x	15
COc1ccc(Cn2c(O)c(/C=N/NC(=O)c3ccccc3O)c(=O)[nH]c2=O)cc1	x	x	1.5	3	-81	11	x	40
CN1CCC(c2c[nH]c3ccccc23)C1 (configuration not stated)	x	x	0.0	1	-12	-3	x	x
CC/C(=N\NC(=O)c1ccccc1)c1c(O)n(C2CCCCC2)c(=O)[nH]c1=O	7	0	x	-1	-8	1	10	5
CCOC(=O)C1CCN(C(C)C(=O)c2c[nH]c3ccccc23)CC1 (configuration not stated)	-11	-3	x	x	x	x	2	-2
